KCNK9 block – inhibitors of human KCNK9 two-pore domain potassium channel; 310,000 tested, 1.2% active; AID 488922; Q9NPC2; B-score at 10 µM; HEK293 KCNK9, FluxOR thallium flux fluorescence; hits give low values;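 active = ratio B-score over 3 SD below the library mean, with starting fluorescence within 5 SD of its mean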;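 note: negative B-score means less thallium flux so channel inhibition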
Target sequence (Q9NPC2 whole entry, looked up, the tested form may be a part): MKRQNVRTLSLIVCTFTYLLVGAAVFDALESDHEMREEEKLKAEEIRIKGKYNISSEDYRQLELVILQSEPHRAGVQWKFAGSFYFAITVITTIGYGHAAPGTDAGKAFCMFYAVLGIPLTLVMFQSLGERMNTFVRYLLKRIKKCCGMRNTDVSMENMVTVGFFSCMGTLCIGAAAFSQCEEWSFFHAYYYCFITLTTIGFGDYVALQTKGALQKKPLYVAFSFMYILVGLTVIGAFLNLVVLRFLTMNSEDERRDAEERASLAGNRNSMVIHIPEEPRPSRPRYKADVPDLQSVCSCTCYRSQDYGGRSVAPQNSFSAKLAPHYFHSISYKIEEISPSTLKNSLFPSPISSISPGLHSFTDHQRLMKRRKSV
TMEM16A act – mouse TMEM16A channel activation, primary screen; Q8BHY3; HEK293 TMEM16A/YFP-H148Q/I152L, iodide quench fluorescence; hits give low values; 340,000 tested, 0.3% active; B-score at 10 µM;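 active = fluorescence-ratio B-score plate-corrected deviation score at least 3 library SD below zero, with starting fluorescence score within 5 deviations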;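 note: channel opened by trigger with iodide after compound preincubation; score built on the fluorescence ratio of max minus min over baseline; more negative score means more quench and so TMEM16A activation or potentiation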
TRPC4 agonist – activators of mouse TRPC4 channel; Q9QUQ5; HEK293 TRPC4beta/mu-opioid, Fluo4 calcium fluorescence; hits give high values; B-score at 10 µM; 310,000 tested, 0.49% active; AID 2237;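 active = B-score above 5 SD of library B-scores, and initial fluorescence ratio not above library mean plus 5 SD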;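 note: positive B-score marks a calcium rise read as TRPC4 activation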
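Material: HEK293 stable line with TRPC4beta plus mu-opioid receptor; technique: Fluo4 calcium-sensitive dye fluorescence, kinetic, 1 Hz baseline; timing: Fluo4 dye loading 45 min at room temperature, 110 s recording; controls: assay buffer as low control, maximal DAMGO as high control; read-out: integrated baseline-normalised fluorescence ratio, converted to per-well B score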
KCNQ1 block – inhibitors of human KCNQ1 potassium channel | P51787 | CHO-K1 KCNQ1, FluxOR thallium flux fluorescence; hits give high values | B-score at 10 µM | 310,000 tested, 1.3% active | AID 2642;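 active = compounds whose thallium flux B-score, printed positive for inhibition, exceeds three library SD while starting fluorescence stays within three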;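 note: channel opened by potassium depolarization with thallium stimulus after 20 min compound exposure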
Target sequence (P51787 whole entry, looked up): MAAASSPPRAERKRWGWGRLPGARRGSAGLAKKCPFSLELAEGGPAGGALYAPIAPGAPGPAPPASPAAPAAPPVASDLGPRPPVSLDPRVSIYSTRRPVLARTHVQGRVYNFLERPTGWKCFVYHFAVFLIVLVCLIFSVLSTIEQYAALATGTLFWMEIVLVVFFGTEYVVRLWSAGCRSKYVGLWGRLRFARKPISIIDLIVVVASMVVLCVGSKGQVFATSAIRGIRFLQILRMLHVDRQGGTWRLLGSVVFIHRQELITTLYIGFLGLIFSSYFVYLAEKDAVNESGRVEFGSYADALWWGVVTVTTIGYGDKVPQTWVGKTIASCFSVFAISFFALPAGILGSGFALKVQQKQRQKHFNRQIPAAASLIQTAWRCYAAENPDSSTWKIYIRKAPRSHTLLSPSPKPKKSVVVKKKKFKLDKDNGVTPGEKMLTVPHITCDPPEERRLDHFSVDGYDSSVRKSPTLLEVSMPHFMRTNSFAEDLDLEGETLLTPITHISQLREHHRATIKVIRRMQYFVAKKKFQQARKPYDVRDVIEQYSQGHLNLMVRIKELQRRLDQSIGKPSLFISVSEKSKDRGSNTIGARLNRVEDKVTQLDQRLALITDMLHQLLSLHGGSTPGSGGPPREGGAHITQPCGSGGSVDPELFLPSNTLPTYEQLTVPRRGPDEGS
TMEM16A inh – inhibitors of mouse TMEM16A calcium-activated chloride channel; Q8BHY3; HEK293 TMEM16A/YFP iodide influx fluorescence, ionomycin; normalized B-score (activity score, 25-100; higher = stronger inhibition) at 10 µM; 310,000 tested, 1.2% active;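 active = ratio plate-corrected score three or more library SD toward inhibition, starting fluorescence score within five deviations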;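 note: score derived from kinetic fluorescence span divided by baseline fluorescence per well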
KCNK3 inh – human KCNK3 channel inhibition, primary screen | O14649 | CHO-KCNK3 thallium flux, FluxOR fluorescence; hits give low values | B-score at 10 µM | 340,000 tested, 0.84% active | AID 602410;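 active = B-score under library mean minus 4 SD, starting fluorescence ratio at most library mean plus 5 SD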;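 note: more negative B-score means stronger inhibition of thallium flux through KCNK3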
hERG rescue – compounds protecting human hERG from proarrhythmic drug block | Q12809 | CHO-hERG, FluxOR thallium flux, dofetilide IC70 present | activation (rescue from dofetilide block), less the hit threshold, % at 10 µM | 310,000 tested, 0.51% active | AID 1511;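 active = activation above the mean of controls blocked by dofetilide plus 5 SD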;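 note: thallium influx through hERG after potassium depolarization seen as dye fluorescence rise; in these data hits start at about 4.7%; inactives centre near -7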
KCNQ1 act – potentiates or activates the human KCNQ1 potassium channel; P51787; CHO-K1 KCNQ1, thallium flux FluxOR fluorescence; hits give high values; B-score at 10 µM; 310,000 tested, 0.35% active; AID 2648;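 active = fluorescence ratio B-score, a plate-corrected score, at least three library SD, with initial intensity B-score within 5 SD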
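Assay system: CHO-K1 cells stably expressing KCNQ1. Medium: assay buffer for compound exposure, DMSO matched across wells. Timing: 37 °C overnight plating, 90-min dark dye load, 20-min compound pretreatment. Signal: kinetic FluxOR fluorescence, 10 s baseline plus 110 s post-stimulus.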
TRPC4 potent – TRPC4 (mouse) allosteric potentiation; Q9QUQ5; 310,000 tested, 0.42% active; B-score at 10 µM; HEK293 TRPC4beta/mu-opioid, DAMGO EC20, Fluo-4 Ca2+ flux; hits give high values;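 active = B-score of calcium response area above 5 SD of library B-scores, with initial fluorescence ratio within 5 SD of library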;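 note: B-score of integrated fluorescence ratio over time as area under calcium response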
HDAC3 inh – human HDAC3 inhibition; O15379; recombinant HDAC3, fluorogenic peptide/trypsin coupled, fluorescence; inhibition, % at 8.3 µM; 320,000 tested, 0.15% active; AID 2718; in the data active = inhibition above about 26%, passing the limit was not always enough
Dyrk1A ADPGlo – inhibitors of rat Dyrk1A kinase; Q63470; inhibition, % at 12.5 µM; 310,000 tested, 0.43% active; ADP-Glo luminescence, NFATc1 peptide; AID 504441; in the data active = inhibition above about 50%;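 note: plate controls were vehicle with enzyme for no effect and no enzyme for full effect; many of its hits are not listed in these tables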
Numbers without * were called inactive; i = inactive; · = no result given. This is a subset; rates above refer to the full screens.

SMILES	KCNK9 block	TMEM16A act	TRPC4 agonist	KCNQ1 block	TMEM16A inh	KCNK3 inh	hERG rescue	KCNQ1 act	TRPC4 potent	HDAC3 inh	Dyrk1A ADPGlo
COC(=O)C1CN(C(=O)COc2ccc(Cl)cc2Cl)c2ccccc2O1 (stereo not drawn)	i	i	i	i	i	i	-14.9	i	i	4.0	2.1
CC(=O)Nc1ccccc1N(C)S(=O)(=O)c1ccc(C)cc1	-8.27*	i	i	i	i	i	-8.5	i	i	3.9	4.2
COc1ccc(OC)c(/C=N/NC(=O)C(=O)N2CCCC2)c1	i	i	i	i	i	i	-18.3	i	i	7.0	1.8
COc1cccc(NC(=O)C(C)SCc2ccccc2)c1 (stereo not drawn)	i	i	i	i	i	i	-8.6	i	i	1.3	-4.2
Cc1c(OCC(=O)N2CCC(C(=O)O)CC2)ccc2c3c(c(=O)oc12)CCCC3	i	i	i	i	i	i	-6.5	i	i	-27.4	3.6
CC(CCc1ccccc1)NC(=O)[C@@H]1Cc2ccccc2CN1 (stereo partly drawn)	i	i	i	i	i	i	-11.3	i	i	1.8	3.7
CC1(c2ccc([N+](=O)[O-])cc2)NC(=O)N(CC(=O)Nc2cccnc2Cl)C1=O (stereo not drawn)	i	i	i	i	i	i	-11.0	i	i	0.2	11.8
Cc1cc(OC(C)C(=O)NNC(=O)Nc2ccc(F)cc2F)cc(C)c1Cl (stereo not drawn)	i	i	i	i	i	i	-3.0	i	i	0.6	-9.3
Cc1ccc(-c2nn(CCC(=O)Nc3cccnc3)c(=O)c3ccccc23)cc1	i	i	i	i	i	i	-7.4	i	i	2.2	·
N#Cc1cncc(C#Cc2ccccc2)c1	i	i	i	i	i	i	-5.7	i	i	-0.3	-1.8
CCCOc1ccc(C(=O)N2CCCc3ccccc32)cc1	i	i	i	i	i	i	-23.1	i	i	-3.5	-4.4
CCOC(=O)C/C(C)=N/NC(=O)Nc1ccccc1	i	i	i	i	i	i	-5.0	i	i	-1.9	1.3
CCSc1ncnc2sc(C)c(C)c12	i	i	i	i	i	i	-4.5	i	i	·	-6.7
CC(C)C12CN3CCN(CC(C3)/C1=N\NC(=O)Nc1ccccc1)C2	i	i	i	i	i	i	-3.3	i	i	0.3	-1.6
CCNS(=O)(=O)c1ccc(CCC(=O)Nc2ccccc2C(=O)OC)cc1	i	i	i	i	i	i	-13.8	i	i	3.9	-5.8
CC(=O)c1ccc(NC(=O)C(NC(=O)c2ccccc2)=C(C)C)cc1	i	i	i	i	i	i	-7.3	i	i	5.1	0.8
Cc1ccc(/C=C2\SC(=O)N(CCNC(=O)C3CSC4(C)CCC(=O)N34)C2=O)cc1 (stereo not drawn)	i	i	i	i	i	i	-14.4	i	i	4.0	3.7
O=C(c1nc2ccccn2c1CNCCOc1cccnc1)N1CCOCC1	i	i	i	i	i	i	-6.8	i	i	-1.8	-0.1
CCOc1ccccc1-n1c(SCC(=O)N2CCCc3ccccc32)nnc1-c1cccnc1	i	i	i	i	i	i	-8.3	i	i	-3.2	-4.8
CCOC(=O)Nc1ccc2c(c1)nc(CN1CCN(C(C)=O)CC1)n2C	i	i	i	i	i	i	-3.7	i	i	-3.7	0.1
CCN(CC)c1nc(-c2nn[nH]n2)nc(N(CC)CC)n1	i	i	i	i	i	i	-9.5	i	i	-3.3	2.2
Cc1ccc2[nH]c(C)c(CC(=O)NCc3ccccc3)c2c1	i	i	i	i	i	i	-7.0	i	i	-8.5	-1.1
O=C(NCc1cccnc1)c1ccc(NS(=O)(=O)c2ccccc2)cc1	i	i	i	i	i	i	-9.2	i	i	-2.9	-4.1
O=C(Nc1ccnc(-c2ccncc2)n1)C1CC1	i	i	i	i	i	i	-1.8	i	i	-1.3	36.0
CC(C)CN1CCN(Cc2ccc3ncccc3c2)CC1CCO (stereo not drawn)	i	i	i	i	i	i	-14.3	i	i	-4.8	-4.3

Other structures follow:
SMILES	KCNK9 block	TMEM16A act	TRPC4 agonist	KCNQ1 block	TMEM16A inh	KCNK3 inh	hERG rescue	KCNQ1 act	TRPC4 potent	HDAC3 inh	Dyrk1A ADPGlo
C=CCc1cc(Cl)ccc1OCCCNCCO	i	i	i	i	i	i	-5.8	i	14*	-0.1	19.8
O=C(NC1(C(F)(F)F)NC(=O)N(c2ccc(F)cc2)C1=O)c1cccs1 (stereo not drawn)	i	i	i	i	i	i	-5.9	i	i	2.0	-1.4
CCN(C(=O)CSc1nc2ccccc2c(=O)n1C(C)COC)C1CCS(=O)(=O)C1 (stereo not drawn)	i	i	i	i	i	i	-6.2	i	i	0.8	-4.6
O=C(COC(=O)CC(c1ccccc1)c1ccccc1)NCc1ccccc1	i	i	i	i	i	i	-10.6	i	i	2.5	3.4
Cc1cc(Cl)ccc1NC(=O)NC1CCN(S(=O)(=O)c2ccc(F)cc2)CC1	i	i	i	i	i	i	-0.2	i	i	-0.3	-4.2
COc1ccc(-c2coc3cc4oc(=O)cc(C)c4cc23)cc1F	i	i	i	i	i	i	-10.2	i	i	7.7	4.0
COCCNC(=O)c1onc(CSc2cccc(OC)c2)c1C(=O)O	i	i	i	i	i	i	-9.9	i	i	2.8	-3.1
O=S(=O)(c1ccccc1S(=O)(=O)N1CCCCC1)N1CCCCC1	i	i	i	i	i	i	-10.8	i	i	0.6	0.4
O=C(N/N=C/c1ccncc1)/C(=C/c1ccccc1)NC(=O)c1ccccc1	i	i	i	i	i	i	-2.2	i	i	9.5	-1.5
CCCn1c2c(c(O)c(C(=O)Nc3ccccc3)c1=O)CCCC2	i	i	i	i	i	i	-12.3	i	i	-12.6	-14.8
Cc1ccc(Cl)c(OCC(=O)Nc2ccccc2C(=O)NC2CC2)c1	i	i	i	i	i	i	-12.5	i	i	2.8	-8.8
Cc1cccc(/N=C/c2c(O)n(Cc3ccc4c(c3)OCO4)c(=O)c3ccccc23)n1	i	i	i	i	i	i	-6.1	i	i	-7.1	-7.1
Cc1cccc(C)c1N1C(=O)[C@@H]2C(c3ccccc3Cl)=NO[C@@H]2C1=O	i	i	i	i	i	i	-0.8	i	i	-9.0	-2.1
COc1cccc(C(=O)C2CCCN(Cc3cccn3-c3cccnc3)C2)c1 (stereo not drawn)	i	i	i	i	i	i	-13.8	i	i	-6.1	-2.5
Cc1nc(C(F)(F)F)ccc1C(=O)Nc1ccc(C(F)(F)F)cn1	i	i	i	i	i	i	-5.8	i	i	1.2	1.5
Cc1ccc(SCCCn2cnc3ccccc3c2=O)cc1	i	i	i	i	i	i	-11.8	i	i	3.9	0.7
O=[N+]([O-])c1ccccc1CNCCO	·	i	·	·	i	i	·	·	·	15.7	1.2
CC(=O)Nc1c2c(nn1-c1ccccc1)CSC2	i	i	i	i	i	i	-3.8	i	i	-0.3	-0.6
O=C(CNc1ccc(Br)cc1)NNC1=NCCC1	i	i	i	i	i	i	-9.4	i	i	·	13.0
O=C(O)c1cc(-c2ccccc2)c(N2CCOCC2)s1	i	i	i	i	i	i	-10.9	i	i	3.8	12.2
OC1(C#Cc2c(-c3ccsc3)oc3ccc(N4CCOCC4)cc23)CCCCC1	i	i	i	i	i	i	-4.8	i	i	-4.1	0.5
CSc1cccc(NC(=O)CN2C(=O)COc3ccc(S(=O)(=O)N4CCOCC4)cc32)c1	i	i	i	i	i	i	-8.7	i	i	-4.7	4.3
CCCOC(=O)CN1C(=O)c2ccccc2C1=O	i	i	i	i	i	i	-7.8	i	i	-0.6	-3.1
COc1ccc(C(=O)NNC(=S)NC2CCCCC2)cc1OC	i	i	i	i	i	i	0.3	i	i	0.3	2.2
CCSc1nnc(CNc2ccc(F)cc2)n1CC1CCCO1 (stereo not drawn)	i	i	i	i	i	i	-10.3	i	i	-0.1	-2.0

Other entries:
SMILES	KCNK9 block	TMEM16A act	TRPC4 agonist	KCNQ1 block	TMEM16A inh	KCNK3 inh	hERG rescue	KCNQ1 act	TRPC4 potent	HDAC3 inh	Dyrk1A ADPGlo
CCOc1ccc(CN2CCN(CCCc3ccccc3)C(CCO)C2)cc1 (stereo not drawn)	i	i	i	i	i	i	-10.7	i	i	0.2	-3.1
Cc1c(NC(=O)CSc2nnnn2-c2ccc(C(=O)O)cc2)c(=O)n(-c2ccccc2)n1C	i	i	i	i	i	i	-2.8	i	i	3.5	-1.2
CCOC(=O)C1=C(CSc2nc3c(cc2C#N)CN(C)CC3)OC(N)=C(C#N)C1c1ccc(F)cc1 (stereo not drawn)	i	i	i	i	i	i	-6.8	i	i	-4.7	0.4
CCOc1ccc(/C=N/NC(=O)c2nnn(-c3nonc3N)c2COc2ccc(F)cc2)cc1	i	-5.79*	i	i	i	i	-5.1	i	i	-53.6	5.8
N#CC(C(=O)OC1CCCCC1)c1nc2ccccc2nc1N1CCCCC1 (stereo not drawn)	i	·	i	i	·	·	-4.8	i	i	·	·
CCCCc1ccc(NC(=O)NCc2ccccn2)cc1	i	i	i	i	i	i	-2.6	i	i	0.6	2.1
O=C(CSc1ncnc2c1oc1ccccc12)Nc1cccc(F)c1	i	i	i	i	i	i	-9.0	i	i	-1.3	3.3
COc1ccc(C(=O)N/C(=C\c2ccccc2)C(=O)NC(CC(C)C)C(=O)O)cc1 (stereo not drawn)	i	i	i	i	i	i	-5.5	i	i	5.7	6.5
CCC(=O)N1CCc2cc(Br)cc(S(=O)(=O)N3CCCCCC3)c21	i	i	i	i	i	i	-13.7	i	i	-1.6	3.6
O=c1[nH]c(CSc2ccccn2)nc2c1cnn2-c1ccccc1	i	i	i	i	i	i	-10.3	i	i	-0.8	-1.7
CCCc1nnc(NC(=O)CCC(=O)N2CCN(C3c4ccccc4-c4ccccc43)CC2)s1	i	i	i	i	i	i	-7.3	i	i	2.3	-2.7
O=C(CSc1ncnc2c1oc1ccccc12)Nc1nc2ccccc2s1	i	i	i	i	i	i	-16.0	i	i	-7.8	-5.2
O=C(NC(=S)Nc1ccccc1N1CCOCC1)c1ccc(Br)cc1	i	i	i	i	i	i	-5.2	i	i	-4.8	-2.2
COc1cccc(C2C3=C(CCCC3=O)NC3=C2C(=O)c2ccccc23)c1 (stereo not drawn)	i	·	i	i	i	·	-8.3	i	i	-4.8	·
FC(F)(F)c1cccc(-c2ccc(-c3csnn3)o2)c1	i	i	i	i	i	i	-10.1	i	i	7.8	-1.6
CCOc1cc(/C=N/NC(=O)c2cc(-c3cccc(OC)c3)nc3ccccc23)ccc1O	i	i	i	i	i	i	-11.7	i	i	-3.5	·
Cc1cccc(N(C(=O)c2snc(C(N)=O)c2N)C(C(=O)NCC2CCCO2)c2c[nH]c3ccccc23)c1 (stereo not drawn)	i	i	i	i	i	i	-7.3	i	i	11.0	-2.9
